Screens as filed in PubChem BioAssay.
ELG1 genotox – qHTS screen for small molecules that induce genotoxicity in human embryonic kidney (HEK293T) cells expressing luciferase-tagged ELG1 | HEK293T ELG1-luciferase reporter, luminescence, 16 h | Potency, µM (top dose mostly 46 µM), without a hit: at the highest dose activity change, positive = activation, actives largely listed as activators | AID 504466, 2011 | 1.3% of 330,000 active; also: % of control where 0% means no effect; nearly all actives have a fitted effect of over 60% in size
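HEK293T cells expressing luciferase-tagged ELG1 were exposed to compound or DMSO vehicle for 16 hr at 37 °C and 5% CO2. Luciferase activity was then measured with ONE-Glo after 30 min at room temperature.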
FLuc modulator – qHTS profiling assay for firefly luciferase inhibitor/activator using purifed enzyme and Km concentrations of substrates (counterscreen for miR-21 project). Luciferin 4-monooxygenase (Photinus pyralis), P08659. purified FLuc, Km substrates, luminescence inhibition. Potency, µM (highest dose often 57.5 µM), without a hit: top-dose activity change, negative = inhibition, actives largely listed as inhibitors. 6.9% of 360,000 active. AID 588342, 2011;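 also: plate controls were vehicle for no effect and reference inhibitor for full effect; nearly all actives have a fitted effect of over 55% in size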
Target sequence (P08659 whole entry, looked up): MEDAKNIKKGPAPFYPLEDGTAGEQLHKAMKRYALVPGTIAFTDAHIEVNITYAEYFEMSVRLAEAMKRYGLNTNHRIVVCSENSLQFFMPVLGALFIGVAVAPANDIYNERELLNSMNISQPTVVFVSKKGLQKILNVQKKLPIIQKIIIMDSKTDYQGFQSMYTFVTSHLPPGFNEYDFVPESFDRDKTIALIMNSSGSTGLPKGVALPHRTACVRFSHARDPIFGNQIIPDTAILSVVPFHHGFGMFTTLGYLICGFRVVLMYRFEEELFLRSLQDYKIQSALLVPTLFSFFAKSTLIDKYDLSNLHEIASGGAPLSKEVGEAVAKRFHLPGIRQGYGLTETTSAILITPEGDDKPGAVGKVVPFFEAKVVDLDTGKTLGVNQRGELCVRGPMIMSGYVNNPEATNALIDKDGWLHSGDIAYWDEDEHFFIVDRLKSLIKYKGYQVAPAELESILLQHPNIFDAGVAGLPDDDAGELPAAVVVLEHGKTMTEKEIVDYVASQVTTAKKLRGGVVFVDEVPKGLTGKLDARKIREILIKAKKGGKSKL
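Purified P. pyralis luciferase, 10 nM final, with Km-level 10 uM D-luciferin and 10 uM ATP in 50 mM Tris acetate pH 7.5, 10 mM Mg acetate, 0.01% Tween-20, 0.05% BSA; 6-point qHTS titration about 60 µM downward; luminescence read.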
MBNL1 CUG block – qHTS Assay for Inhibitors of MBNL1-poly(CUG) RNA binding | TR-FRET MBNL1-His/biotin-(CUG)12 binding, 665/545 ratio | Muscleblind-like protein 1 (Homo sapiens), Q9NR56 | Potency, µM (doses to about 57.5 µM), for inactives: at the top dose activity change, negative = inhibition, usual class: inhibitors | 0.036% of 280,000 active | AID 2675, 2010; active = well fitted inhibition curve with a large enough effect in the signal ratio, with a control signal flat, not every such curve was filed as active; inconclusive = small, poorly fitted or top-dose-only effect, or effect the other way, or a change in a side signal; inactive = no such curve, though single readings can be large or run the other way; the % refers to the signal ratio; also: % is scaled to controls: 0 for no effect and ±100 for the full control effect
Target sequence (Q9NR56 whole entry, looked up): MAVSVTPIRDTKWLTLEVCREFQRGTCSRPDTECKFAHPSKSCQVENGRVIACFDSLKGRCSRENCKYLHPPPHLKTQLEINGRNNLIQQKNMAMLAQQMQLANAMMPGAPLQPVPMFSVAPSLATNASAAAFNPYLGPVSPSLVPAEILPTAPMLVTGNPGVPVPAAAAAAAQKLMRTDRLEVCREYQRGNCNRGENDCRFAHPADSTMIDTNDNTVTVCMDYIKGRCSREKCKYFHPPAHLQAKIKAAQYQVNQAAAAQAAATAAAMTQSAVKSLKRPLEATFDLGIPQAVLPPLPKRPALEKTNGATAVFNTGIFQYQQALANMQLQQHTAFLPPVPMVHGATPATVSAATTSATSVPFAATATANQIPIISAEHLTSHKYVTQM
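Compound titration spanned 92 nM–58 uM against the MBNL1-His/biotin-(CUG)12 complex. After 60 min at room temperature with 5 nM streptavidin-XL665 and 0.055 ng/ul terbium anti-His, ratiometric 665/545 nm emission (Ex 340 nm) normalized to controls.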
Gal4-VP16 FLuc – VP16 counterscreen qHTS for inhibitors of ROR gamma transcriptional activity; 3.5% of 310,000 active; Potency, µM (titrated, usually from 53.6 µM), inactives show at the top dose activity, negative = inhibition, actives largely listed as inhibitors; Drosophila S2 Gal4-VP16 UAS-luciferase, luminescence, 20 h; AID 2546, 2010;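 also: Gal4-VP16 expression switched on by copper sulfate through the metallothionein promoter; % is scaled to controls: 0 for no effect and ±100 for the full control effect; nearly all actives have a fitted effect of over 50% in size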
uPA generation – qHTS for Inhibitors of Cell Surface uPA Generation. cell surface uPA generation assay, qHTS. Potency, µM (doses to about 38.3 µM), for inactives: top-dose activity change, negative = inhibition, usual class: inhibitors. 0.31% of 330,000 active. AID 540303, 2011; active = well fitted inhibition curve with a large enough effect; inconclusive = small, poorly fitted or top-dose-only effect; inactive = no such curve, though single readings can be large or run the other way; tested in mouse RAW 264.7 cells; also: % is scaled to controls: 0 for no effect and ±100 for the full control effect; nearly all actives have a fitted effect of over 55% in size
RORg inh – qHTS for inhibitors of ROR gamma transcriptional activity. Nuclear receptor ROR-gamma (Mus musculus), P51450. 5.4% of 310,000 active. AID 2551, 2010. Potency, µM (doses to about 53.6 µM), inactives show top-dose activity change, negative = inhibition, actives largely listed as inhibitors. Drosophila S2 Gal4-RORgamma UAS-luciferase reporter, 20 h; also: % is scaled to controls: 0 for no effect and ±100 for the full control effect; nearly all actives have a fitted effect of over 60% in size
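Schneider cells (Drosophila), stable Gal4 DBD–ROR gamma + UAS-luc; 1 hr cmpd preincubation; Cu2+ induction 700 uM final; 20 hr ambient; luminescence.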
NPC1 promoter act – qHTS Assay for NPC1 Promoter Activators | Huh7 NPC1 promoter luciferase reporter, 24 h | Potency, µM (top dose mostly 9.22 µM), inactives show at the top dose activation, usual class: activators | AID 485313, 2010 | 2.4% of 320,000 active;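 also: % of control where 0% means no effect; nearly all actives have a fitted effect of over 60% in size; reporter is driven by a mutant NPC1 promoter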
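Cells: Huh7 expressing luciferase under the NPC1 promoter, 1500/well. Seeded 2 h, compound added, incubated 24 h at 37 °C. Luciferase reagent, 10 min ambient, then luminescence.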
Rab9 prom act – qHTS Assay for Rab9 Promoter Activators. AID 485297, 2010. Huh7 Rab9 promoter-luciferase reporter, luminescence, 24 h. Potency, µM (series often up to 9.22 µM), for the others: at the top dose activation, negative = inhibition, actives largely listed as activators. 2.8% of 320,000 active; also: % of control where 0% means no effect; nearly all actives have a fitted effect of over 60% in size
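Cell-based reporter: Huh7 stable for Rab9 promoter-driven luciferase, plated in reduced-serum medium with 10% FBS at 1500 cells/well, compound-treated 24 h at 37 °C, luminescence read after 10 min reagent.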
p53 reactivator – qHTS assay for re-activators of p53 using a Luc reporter. H1299 p53-A138V BP100-luciferase reporter, luminescence, 24 h. Potency, µM (titrated, usually from 92.2 µM), without a hit: at the top dose activity change, positive = activation, most hits filed as activators. 0.063% of 320,000 active. AID 504706, 2011; also: % of control where 0% means no effect; nearly all actives have a fitted effect of over 45% in size
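p53-null H1299 cells stably carrying temperature-sensitive p53-A138V and a BP100-luciferase reporter were pinned with compounds (4-point, 1:5 series) and held 24 hrs at 37 deg C. Luminescence was read 10 min after detection reagent.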
BRCA1 expr up – qHTS Assay to Identify Small Molecule Activators of BRCA1 Expression; MCF7-BRCA1-FFLuc reporter, luminescence, 48 h; response scale: scaled: vehicle 0%, 10 µM genistein 100%; Potency, µM (highest dose often 46.1 µM), for inactives: top-dose activation, hits mostly activators; 1.1% of 380,000 active; AID 624202, 2012; also: nearly all actives have a fitted effect of over 80% in size; some results filed as inactive show a strong effect at the top dose
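Cells: MCF7-BRCA1-FFLuc, 2000/well. Exposure: 48 h, 37 °C, 5% CO2. Read: luminescence, 15 min post-substrate. Controls: genistein 10 microM (maximal activation), DMSO (neutral).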
Numbers without * were called inactive; ? = inconclusive; . = no result given; & = joins results of further samples; [ ] = remark or other dose. Unless noted, calls follow the shape of the dose curve; as a rule, active = well fitted curve in the direction sought with a large enough effect; inconclusive = small, poorly fitted or top-dose-only effect, or another doubt; inactive = no such curve, though single readings can be large; an effect the other way counts as inactive or inconclusive. Potency is read from the fitted curve at half-maximal effect.

SMILES | ELG1 genotox | FLuc modulator | MBNL1 CUG block | Gal4-VP16 FLuc | uPA generation | RORg inh | NPC1 promoter act | Rab9 prom act | p53 reactivator | BRCA1 expr up
CCOC(=O)N1CCN(C(=O)c2ccc(CS(=O)(=O)c3c(Cl)cccc3Cl)o2)CC1 | 1% | -2% | -6% | ? | -9% | 20% | 1% | -5% | 1% | -12%
CC1CCc2nc(NC(=O)CN3CCN(c4ccc(F)cc4)CC3)sc2C1 (stereo not drawn) | -8% | -2% | 3% | 5% | 7% | ? | -35%[inhibitor] | 0% | -1% | -3%
O=C(O)CCC(=O)Nc1ccc(Oc2ncnc3cc(Cl)ccc23)nc1 | 2% | -14% | -4% | 1% | 0% | 15% | 0% | 10% | 5% | 5%
Clc1ccc2oc(-c3ccccc3)nc2c1 | ? | 2.4µM* | -2% | 9% | 3% | ? | -2% | 23% | 19% | -5%
COc1ccccc1NC(=O)CN1C(=O)C(C)Oc2ccccc21 (stereo not drawn) | -4% | 6% | -13% | -2% | 1% | 29% | -2% | 6% | -6% | 4%
Cc1ccc(-c2noc(N=O)c2NO)cc1 | 0% | -17% | ? | 0.63µM* | 0% | 0.71µM* | -14% | -41%[inhibitor] | 10% | -37%
Cc1cc(C)nc(NS(=O)(=O)c2ccc(N3C(=O)C4C5C=CC(C5)C4C3=O)cc2)n1 (stereo not drawn) | 0% | -1% | -2% | -3% | 4% | 3% | -3% | -5% | 0% | -17%
O=C(COC(=O)c1cncc(Br)c1)NCC12CC3CC(CC(C3)C1)C2 | 0% | -2% | . | . | 7% | . | 1% | -6% | -10% | 8%
COc1cc(-c2nc(-c3ccc4c(c3)-c3ccccc3S4(=O)=O)c(-c3ccccc3)[nH]2)cc(OC)c1OC | -9% | 4.8µM* | 13% | ? | 7% | -28% | 0% | 5% | 1% | 0%
CC(=O)NC1C(=O)N(CCN2CCOCC2)c2ccc(Br)cc21 (stereo not drawn) | 4% | ? | -30% | 13% | 2% | -13% | -3% | 4% | 12% | -15%
COc1cc(C(=O)NNC(=O)COc2ccc(Cl)cc2)ccc1OCC(=O)N1CCOCC1 | 1% | 5% | . | . | 6% | . | -6% | -2% | -5% | -10%
CCC(=O)NNC(=O)CSc1nnc(-c2ccccc2)c(-c2ccccc2)n1 | 0% | 10% | ? | -10% | 1% | -17% | 0% | -1% | . | -8%
Clc1ccc(SCNc2ccccc2Cl)cc1 | -9% | ? | 1% | 1% | ? | -26% | -4% | -4% | 0% | 1%
O=[N+]([O-])c1ccccc1OCCCN1CCOCC1 | 1% | -8% | 8% | 2% | . | -13% | -4% | -12% | 8% | 18%
Cc1c(N=Nc2ccc(N(C)C)cc2)c(=O)n(-c2ccccc2)n1C | ? | ? | ? | -5% | 0% | 0% | 3.5µM* | ? | 0% | 57%
Cn1cc(C(=O)N/N=C/c2ccc3c(c2)OCO3)c2ccccc21 | 10% | 8.5µM* | ? | 10% | -15% | -14% | ? | ? | 2% | 53%
Cc1c(Br)cc(C(=O)NCCCN2CCOCC2)c(C)c1C | 0% | 5%[2.3 µM] | -4% | 5% | -2% | 0% | -2% | -1% | -1% | 8%
CCN(CC)CCNC(=O)Cc1c(C(=O)O)n(C)c2ccccc12 | -1% | 1% | -14% | -14% | 0% | -25% | 2% | -3% | 1% | 11%
O=C(COc1ccc(Br)cc1)NCCCn1ccnc1 | 2% | 7% | 4% | 1% | 6% | 9% | 2% | -9% | -8% | 25%
CCCCn1c(N)c(N(CCC(C)C)C(=O)c2ccccc2-n2cnnn2)c(=O)[nH]c1=O | 1% | 0% | . | . | -11% | . | -12% | -1% | -5% | -10%
CCN1CCN(S(=O)(=O)c2ccc(Cl)c(C(=O)Nc3cc(Cl)ccc3N3CCOCC3)c2)CC1 | -9% | 5% | 2% | 1% | 5% | 0% | 2% | 2% | 4% | -16%
COc1ccc(-n2c(C)n[nH]c2=O)cc1OC | -1% | 1% | -4% | -7% | -2% | 3% | -1% | -3% | -3% | 8%
O=C(NCCc1ccccc1)Nc1ccc(Cl)cc1 | ? | 6.7µM* | . | 4% | 2% | 18% | 2.5µM* | 3.2µM* | ? | 5µM*
Cc1c(Cl)cccc1NC(=O)CSC(N)=O | -10% | 3% | 3% | -6%[10 µM] | 5% | -1% | 1% | -1% | -2% | -3%
Cc1cc(C)n(CCCNC(=O)c2ccc(S(=O)(=O)NCc3ccco3)cc2)n1 | -6% | 0% | -15% | -12% | 5% | ? | -1% | -2% | -9% | 6%

More entries follow:
SMILES | ELG1 genotox | FLuc modulator | MBNL1 CUG block | Gal4-VP16 FLuc | uPA generation | RORg inh | NPC1 promoter act | Rab9 prom act | p53 reactivator | BRCA1 expr up
COc1cc(OC)c2ccc(=O)oc2c1C(CC(=O)N1CCCC1)c1ccc(N(C)C)cc1 (stereo not drawn) | 2% | 0% | 10% | -5%&-3% | 6% | 8%&-17% | -1% | -5% | -3% | -15%
N#Cc1c(N2CCN(C(=O)c3ccccc3Cl)CC2)nc(-c2ccccc2)c2c1CCCC2 | -5% | 3% | -6% | -6% | 1% | 36% | -6% | -1% | 11% | -82%
O=C1N=C(N2CCOCC2)CS1 | 1% | 0% | 4% | 2% | 7% | -27% | -1% | 0% | 24% | 0%
COc1ccc(-n2c(SCC(=O)N3CCC(C(=O)O)CC3)nc3ccccc3c2=O)cc1OC | 2% | -2% | -3% | -2% | 2% | -29% | 1% | -1% | 5% | -1%
C/C(Cl)=C/CSc1nc2c(c(=O)[nH]c(=O)n2C)n1C(C)C | 12% | 2% | 4% | -4% | -9% | 17% | -1% | -1% | -1% | -19%
Cc1c(NC(=O)/C=C/c2cn(-c3ccccc3)nc2-c2ccccc2)c(=O)n(-c2ccccc2)n1C | -10% | 21µM* | 22% | -2% | -5% | ? | 1% | -1% | 8% | -62%
O=C(NCC(c1ccco1)N1CCN(c2ccccc2F)CC1)C1CCCCC1 (stereo not drawn) | -2% | 2% | . | . | ? | . | 0% | 0% | 0% | -16%
NC(=O)c1cc(S(=O)(=O)NCc2cccs2)cs1 | 2%[9.26 µM] | -1% | 1% | 4% | 15% | -3% | 1% | 6% | 7% | 8%
CCN(CC)S(=O)(=O)c1cc(OC)c(C)cc1C | 0% | -3% | -11% | 2% | -4% | -24% | -3% | -8% | -1% | 1%
CC(=O)Nc1ccc(Nc2nc(-c3sc(NC(C)=O)nc3C)cs2)cc1 | -10% | ? | ? | -17% | -10% | ? | -12% | -3% | -4% | -61%
CCN(CC)C(=O)Oc1ccc2c(=O)c(-c3ccc(OC)cc3)coc2c1 | 1% | 8.5µM* | 6% | -8% | -11% | 21% | 1.8µM* | ? | 9% | 61%
Cc1noc(C)c1S(=O)(=O)Nc1ccccc1Cl | -1% | 2% | -6% | 3% | 6% | -8% | 2% | -1% | 9% | -11%
CCCc1cc(=O)[nH]c(SCCCCN2C(=O)c3ccccc3C2=O)n1 | 0% | -4% | 2% | 5% | 0% | -4% | -3% | 1% | 6% | -2%
CCOc1cc(/C=C2\CN(CC)C/C(=C\c3ccc(O)c(OCC)c3)C2=O)ccc1O | -12% | -13% | -8% | ? | -6% | ? | -29% | -20% | -15% | -102%
Cc1csc(NC(=O)c2c(-c3c(F)cccc3Cl)noc2C)n1 | -1% | 1% | . | . | 11% | . | -1% | -6% | -7% | -12%
COCc1c(C(=O)N/N=C/C2CC=CCC2)nnn1-c1nonc1N (stereo not drawn) | 0% | -4% | 10% | 4% | 0% | 0% | -2% | 3% | -5% | -3%
CS(=O)(=O)c1ccc(NC(=O)CCN2C(=O)C3CC=CCC3C2=O)cc1 (stereo not drawn) | -6% | -3% | . | . | -4% | . | 0% | 2% | -2% | -7%
CCCOc1ccc(C(=O)Nc2ccc(S(=O)(=O)N3CCN(C)CC3)cc2)cc1 | -6% | 2% | -5% | -4% | -8% | 32%[1.91 µM] | 2% | -4% | 7% | -40%
COc1ccc(N(C(=O)c2ccco2)S(=O)(=O)c2cc(OC)ccc2OC)cc1 | -6% | 0% | -5% | -13% | -3% | -15% | -3% | -3% | -9% | -20%
COc1ccc(NC(=O)CN(C)C(=O)CSc2nc3ccccc3s2)cc1 | ? | -19% | . | . | -3% | . | -3% | 8% | 8% | 11%
COC(=O)C1C(=O)C2=C(CC1C)Nc1ccccc1NC2c1cccs1 (stereo not drawn) | -4% | 3% | 0% | 0% | -3% | 30% | 1% | 3% | -1% | -6%
COc1ccc(/C=C/C(=O)Nc2cc(C)nn2-c2nc3ccccc3[nH]2)cc1 | 7% | 1.7µM* | -1% | 2.5µM* | -4% | 1.8µM* | 4µM* | ? | ? | 10%

The order is random; overall some 13% were active at least once.
